Bioassay records as filed in PubChem BioAssay.
Vif-A3G inh: qHTS for Inhibitors of Vif-A3G Interactions: qHTS. 0.076% of 410,000 active. AID 602310, 2012. DNA dC->dU-editing enzyme APOBEC-3G (Homo sapiens), Q9HC16. HeLa A3G-eYFP + Vif (tagged APOBEC3G with the HIV-1 protein that degrades it), YFP fluorescence, overnight. Potency, µM (doses to about 46.1 µM), for the others: at the top dose activity, negative = active, actives largely listed as inhibitors;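 also: potency is read from the fitted curve at half-maximal effect; % is scaled to controls: 0 for no effect and ±100 for the full control effect; nearly all actives have a fitted effect of over 60% in size; hits raise eYFP signal because A3G escapes Vif-driven loss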
Target sequence (Q9HC16 whole entry, looked up): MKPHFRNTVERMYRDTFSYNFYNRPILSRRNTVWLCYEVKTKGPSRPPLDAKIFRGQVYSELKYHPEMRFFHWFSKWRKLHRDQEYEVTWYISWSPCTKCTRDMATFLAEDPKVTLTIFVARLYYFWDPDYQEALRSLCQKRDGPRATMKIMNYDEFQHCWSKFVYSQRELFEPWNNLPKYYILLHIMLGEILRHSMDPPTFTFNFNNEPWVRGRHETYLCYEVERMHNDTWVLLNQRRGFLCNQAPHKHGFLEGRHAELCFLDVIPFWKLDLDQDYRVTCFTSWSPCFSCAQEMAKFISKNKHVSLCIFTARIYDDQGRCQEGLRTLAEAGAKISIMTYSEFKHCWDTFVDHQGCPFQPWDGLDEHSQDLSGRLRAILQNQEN
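HeLa cells stably expressing Vif and C-terminally eYFP-tagged A3G, seeded overnight at 37 deg C, then exposed to compound by pintool overnight at 37 deg C. Rise in yellow fluorescence (Ex 488/Em 500-530, Acumen) marks blocked Vif-driven A3G degradation.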
mIDH1 inhibitor: qHTS for Inhibitors of mutant isocitrate dehydrogenase 1 (IDH1): qHTS; 0.093% of 390,000 active; Potency, µM (titrated, usually from 76.6 µM), inactives show top-dose activity change, negative = inhibition, actives largely listed as inhibitors; IDH1-R132H enzyme, NADPH consumption, diaphorase/resazurin fluorescence; AID 602179, 2012; also: potency is read from the fitted curve at half-maximal effect; % is scaled to controls: 0 for no effect and ±100 for the full control effect; nearly all actives have a fitted effect of over 65% in size
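IDH1-R132H (0.5 ug/mL dispensed) in pH 7.5 Tris buffer was preincubated 30 min with compound, then given a substrate mix of 0.016 mM NADPH and 2 mM alpha-KG for 80 min at room temperature; remaining NADPH was read by diaphorase/resazurin fluorescence.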
TrxR1 substrate: qHTS Assay for Substrates of Mammalian Selenoprotein Thioredoxin Reductase 1 (TrxR1): qHTS. Thioredoxin reductase 1, cytoplasmic (Rattus norvegicus), O89049. purified TrxR1 substrate turnover, NADPH consumption readout. Potency, µM (series often up to 114 µM), for the others: at the top dose activity change, negative = substrate turnover. 0.01% of 390,000 active; also: potency is read from the fitted curve at half-maximal effect; % is scaled to controls: 0 for no effect and ±100 for the full control effect; nearly all actives have a fitted effect of over 50% in size
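Rat TrxR1, dispensed at 90 nM, was prereduced with 400 uM NADPH (final) for 5 min at ~22 deg C, then incubated with compound 15 min before 400 uM selenite. A first-read NADPH fluorescence drop versus no-compound background flagged substrates.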
LDHA block: qHTS assay for inhibitors of human lactate dehydrogenase; L-lactate dehydrogenase A chain (Homo sapiens), P00338; purified LDHA, NADH/diaphorase-resazurin fluorescence; active compounds read low; activity change, % (values are at about 110 or 230 µM); 0.15% of 480,000 active; AID 1347041, 2019; in the data active = activity change below about -30%; inconclusive = mostly about -25% to -30%;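 also: plate controls were DMSO wells for no effect and wells without enzyme for full effect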
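Human LDH5 at 2 nM final in Tris HCl pH 7.4 with 0.06 mM NADH and 0.2 mM pyruvate, reacted 5 minutes at room temperature. Remaining NADH coupled via diaphorase/resazurin; resorufin fluorescence read at 0 and 20 minutes, normalized to enzyme-free and DMSO wells.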
GRP78 ERSR act: qHTS for Inducers of the Endoplasmic Reticulum Stress Response (ERSR) in Human Glioma: qHTS | Potency, µM, for inactives: top-dose activation, hits mostly activators | AID 602332, 2012 | 0.02% of 420,000 active | U87-MG GRP78 promoter luciferase reporter, 16 h; also: potency is read from the fitted curve at half-maximal effect; series mostly up to about 76 µM; % of control where 0% means no effect; nearly all actives have a fitted effect of over 35% in size
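Stably transfected U87-MG glioma cells carrying a GRP78-based luciferase sensor; 16 h compound incubation. Luminescence end-point read 10 min after Bright-Glo addition at room temperature.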
TrxR1 inh: qHTS Assay for Inhibitors of Mammalian Selenoprotein Thioredoxin Reductase 1 (TrxR1): qHTS. Thioredoxin reductase 1, cytoplasmic (Rattus norvegicus), O89049. recombinant rTrxR1, NADPH fluorescence consumption, selenite substrate. 1% of 390,000 active. Potency, µM (highest dose often 114 µM), for the others: at the highest dose activity change, negative = inhibition, most hits filed as inhibitors; also: potency is read from the fitted curve at half-maximal effect; % is scaled to controls: 0 for no effect and ±100 for the full control effect; nearly all actives have a fitted effect of over 65% in size
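Rat TrxR1 (90 nM in the dispensed reagent) was pre-reduced with 400 uM NADPH for 5 min at room temperature, then incubated with compound for 15 min. After 400 uM selenite was added, NADPH fluorescence (Ex 340/Em 450 nm) was followed for 8 min.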
RGS4 inhibitor: Inhibitors of Regulator of G Protein Signaling (RGS) 4: qHTS | Regulator of G-protein signaling 4 (Homo sapiens), P49798 | Transcreener GDP fluorescence polarization, RGS4-accelerated GTP hydrolysis | Potency, µM (top dose mostly 114 µM), for the others: top-dose activity change, negative = inhibition, most hits filed as inhibitors | 0.039% of 390,000 active; also: potency is read from the fitted curve at half-maximal effect; % is scaled to controls: 0 for no effect and ±100 for the full control effect; nearly all actives have a fitted effect of over 75% in size; some results filed as inactive show a strong effect at the top dose
Target sequence (P49798 whole entry, looked up): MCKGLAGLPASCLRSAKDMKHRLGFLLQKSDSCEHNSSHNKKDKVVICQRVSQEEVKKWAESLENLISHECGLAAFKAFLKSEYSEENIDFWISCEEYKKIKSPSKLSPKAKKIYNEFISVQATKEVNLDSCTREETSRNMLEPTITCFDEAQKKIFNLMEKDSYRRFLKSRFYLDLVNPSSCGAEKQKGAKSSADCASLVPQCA
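MLSMR compounds (23 nl, pin-transferred) preincubated 10 min at room temperature with a 500nM (2x) first reagent, then RGS4 at 900nM (2x) plus Transcreener GDP mix added; fluorescence polarization (620/688 nm) read before and after 90 min at 30 °C.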
USP1-UAF1 inh: Inhibitors of USP1/UAF1: Primary Screen. 0.23% of 390,000 active. recombinant USP1/UAF1, Ub-Rhodamine cleavage fluorescence. Potency, µM (series often up to 57.1 µM), for inactives: top-dose activity change, negative = inhibition, actives largely listed as inhibitors. AID 743255, 2014. Ubiquitin carboxyl-terminal hydrolase 1 (Homo sapiens), O94782; also: potency is read from the fitted curve at half-maximal effect; % is scaled to controls: 0 for no effect and ±100 for the full control effect; nearly all actives have a fitted effect of over 60% in size; inactives centre near -12
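USP1/UAF1 complex at 1 nM was preincubated with compound for 15 min at room temperature, then Ub-Rho substrate (150nM final) was added. Fluorescence (480/540 nm) was read kinetically, 6 reads every 60 seconds.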
Vif-A3F inh: qHTS for Inhibitors of Vif-A3F Interactions: qHTS; HeLa A3F-eYFP + Vif (tagged APOBEC3F with the HIV-1 protein that degrades it), YFP fluorescence increase; Potency, µM (series often up to 46.1 µM), without a hit: top-dose activity, negative = active; 0.2% of 390,000 active; AID 602313, 2012; also: potency is read from the fitted curve at half-maximal effect; % of control where 0% means no effect; nearly all actives have a fitted effect of over 65% in size
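Fluorescence increase (Ex 488/Em 500-530) after overnight compound treatment at 37 deg C flags inhibition of Vif-driven A3F-eYFP loss in stable HeLa A3F-eYFP/Vif cells seeded overnight beforehand.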
An asterisk follows results filed as active; ? = inconclusive; [ ] = remark or other dose. Unless noted, calls follow the shape of the dose curve; as a rule, active = well fitted curve in the direction sought with a large enough effect; inconclusive = small, poorly fitted or top-dose-only effect, or another doubt; inactive = no such curve, though single readings can be large; an effect the other way counts as inactive or inconclusive.

Assay codes – A = Vif-A3G inh; B = mIDH1 inhibitor; C = TrxR1 substrate; D = LDHA block; E = GRP78 ERSR act; F = TrxR1 inh; G = RGS4 inhibitor; H = USP1-UAF1 inh; I = Vif-A3F inh
> COc1cccc(NC2c3ccccc3C(=O)N2Cc2ccco2)c1 (stereo unspecified)
  A: -3% | B: -18% | C: 6%[57.1 µM] | D: 4 | E: 0% | F: -54% | G: -21% | H: -13% | I: -5%

> CC1COC(=O)C(NNc2ccc(Cl)c(Cl)c2)=N1 (stereo unspecified)
  A: -14% | B: 4% | C: -1% | D: 0 | E: 1% | F: 16% | G: 1%[56.9 µM] | H: -3% | I: 2%

> Cc1ccc(CNC(=O)C2CCCN2S(=O)(=O)c2ccc(Cl)cc2)cc1 (stereo unspecified)
  A: 4% | B: 3% | C: -4% | D: -9 | E: -6% | F: 0% | G: 13% | H: 4% | I: 2%

> COc1cccc(-c2cc(C(=O)NCC3CCCO3)c3cc(Br)cc(C)c3n2)c1 (stereo unspecified)
  A: 7% | B: -2% | C: 0% | D: -3 | E: -2% | F: 5% | G: -11% | H: -11% | I: -4%

> Cc1oc(CSCCSCc2cc(C(=O)O)c(C)o2)cc1C(=O)O
  A: -1% | B: -3% | C: 2% | D: 0 | E: -5% | F: 13% | G: -4% | H: -25% | I: 8%

> Cc1nc(/C=C/c2ccccc2)[nH]c(=O)c1-c1ccccc1
  A: -7% | B: 22% | C: 7%[57.1 µM] | D: -6 | E: -3% | F: 14%[57.1 µM] | G: -29% | H: -11% | I: -10%

> Cc1nn(-c2ccccc2)c(C)c1C(=O)OCC(=O)N(C)c1ccccc1
  A: -9% | B: 1% | C: 5% | D: -7 | E: 0% | F: 28% | G: 7% | H: -24% | I: 4%

> CCOC(=O)C(Cc1c[nH]c2ccc([N+](=O)[O-])cc12)(NC(C)=O)C(=O)OCC
  A: -3% | B: 4% | C: -10%[57.1 µM] | D: 8 | E: -3% | F: 6%[2.29 µM] | G: -9% | H: -14% | I: 7%

> CC(=O)[C@H]1CCC2C3CC=C4C[C@@H](O)CC[C@]4(C)C3CC[C@@]21C (stereo partly specified)
  A: 11% | B: 1% | C: 5% | D: 0 | E: -2% | F: 21% | G: -4% | H: -23% | I: -1%

> NC(Cc1c[nH]c2ccccc12)C(=O)NCc1ccco1 (stereo unspecified)
  A: -2% | B: 0% | C: 7% | D: -3 | E: -2% | F: 28% | G: -4% | H: -29% | I: 1%

> O=C(Cc1nc(-c2ccc(Br)s2)cs1)NCCN1CCOCC1
  A: -5% | B: -3% | C: -7% | D: -2 | E: -7% | F: ? | G: -7% | H: -5% | I: -1%

> Cc1ccccc1CNCCSc1nnnn1-c1ccccc1
  A: 1% | B: 6% | C: -9% | D: 1 | E: -4% | F: 0% | G: 17% | H: -7% | I: -6%

> COc1cc(NC(=O)CSc2ccc(-c3sc(-c4ccccc4)nc3C)nn2)cc(OC)c1
  A: -4% | B: 11% | C: 24% | D: 0 | E: -3% | F: 32%[activator] | G: -14% | H: -14% | I: 0%

> CCc1nc(SCC(=O)c2ccc(C)c(C)c2)n[nH]1
  A: -5% | B: -4% | C: -6% | D: -1 | E: 3% | F: ? | G: ? | H: -21% | I: 4%

> CNC(=O)C1CCN(C(=O)c2ccc(-c3ccccc3)cc2)CC1
  A: 0% | B: -3% | C: 5%[57.1 µM] | D: -5 | E: 3% | F: 11%[57.1 µM] | G: 10% | H: -7% | I: -5%

A different layout for 4 compounds above:
Values in the order: Vif-A3G inh | mIDH1 inhibitor | TrxR1 substrate | LDHA block | GRP78 ERSR act | TrxR1 inh | RGS4 inhibitor | USP1-UAF1 inh | Vif-A3F inh
COc1cccc(NC2c3ccccc3C(=O)N2Cc2ccco2)c1 (stereo unspecified)
→ -3% | -18% | 6%[57.1 µM] | 4 | 0% | -54% | -21% | -13% | -5%
Cc1ccc(CNC(=O)C2CCCN2S(=O)(=O)c2ccc(Cl)cc2)cc1 (stereo unspecified)
→ 4% | 3% | -4% | -9 | -6% | 0% | 13% | 4% | 2%
Cc1ccccc1CNCCSc1nnnn1-c1ccccc1
→ 1% | 6% | -9% | 1 | -4% | 0% | 17% | -7% | -6%
COc1cccc(-c2cc(C(=O)NCC3CCCO3)c3cc(Br)cc(C)c3n2)c1 (stereo unspecified)
→ 7% | -2% | 0% | -3 | -2% | 5% | -11% | -11% | -4%

Next section
Assay codes – A = Vif-A3G inh; B = mIDH1 inhibitor; C = TrxR1 substrate; D = LDHA block; E = GRP78 ERSR act; F = TrxR1 inh; G = RGS4 inhibitor; H = USP1-UAF1 inh; I = Vif-A3F inh
> Cc1cccc(N2C(=O)C(CC(=O)Nc3ccccc3)N(C3CCCCC3)C2=O)c1 (stereo unspecified)
  A: -1% | B: 0% | C: -7% | D: 0 | E: 4% | F: 4% | G: 8% | H: -21% | I: -1%

> CC1CCCN(C2=NC(=O)/C(=C/c3cn(-c4ccccc4)nc3-c3cccc(S(=O)(=O)N(C)C)c3)S2)C1 (stereo unspecified)
  A: 0% | B: 2% | C: 3% | D: -10 | E: -4% | F: 2% | G: -13% | H: -13% | I: 4%

> N/C(Cc1nc2ccccc2s1)=N\O
  A: -13% | B: 0% | C: 4% | D: 0 | E: 5% | F: -4% | G: -15% | H: -19% | I: ?

> COc1ccc(Br)cc1CN(C)C(C)C(=O)Nc1cc([N+](=O)[O-])ccc1OC (stereo unspecified)
  A: 0% | B: 4% | C: -20%[57.1 µM] | D: -3 | E: 2% | F: 11%[57.1 µM] | G: -29% | H: -10% | I: -9%

Some of the compounds tested; count on the stated rates, not on these rows.
